Screening data deposited in PubChem BioAssay by several laboratories.
MsrA inhibitor = bovine MsrA enzyme inhibitors, primary screen, biochemical, absorbance, HTS | Methionine sulfoxide reductase A (Bos taurus) | purified bovine MsrA, absorbance read-out | inhibition, % at 15.5 µM | actives 0.75% (n = 360,000); in the data active = inhibition above about 4.5%;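 note: 0% = vehicle wells with enzyme and 100% = reference inhibitor wells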
Rpn11 inh = Rpn11 (PSMD14) deubiquitinase inhibitors, primary screen, biochemical, fluorescence polarization, uHTS; actives 0.59% (n = 360,000); calls only at 20 µM; AID 588493, 2011; human 26S proteasome, Ub4-pepOG fluorescence polarization; 20S core pre-blocked with epoxomicin; 26S proteasome non-ATPase regulatory subunit 14 (Homo sapiens), O00487;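 active = inhibition at 20 µM, scaled to each plate's controls, above about 33%, limit read from the data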
Target sequence (O00487 whole entry, looked up): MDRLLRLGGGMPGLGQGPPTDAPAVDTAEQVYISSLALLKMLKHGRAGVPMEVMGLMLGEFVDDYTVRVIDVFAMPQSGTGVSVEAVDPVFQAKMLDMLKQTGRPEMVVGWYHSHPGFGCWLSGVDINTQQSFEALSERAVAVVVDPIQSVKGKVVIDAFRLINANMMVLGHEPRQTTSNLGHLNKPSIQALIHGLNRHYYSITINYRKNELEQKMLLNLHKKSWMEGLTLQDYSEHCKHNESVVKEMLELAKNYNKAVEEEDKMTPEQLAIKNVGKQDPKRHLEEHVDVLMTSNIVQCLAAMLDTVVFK
CSN inh = inhibitors of CSN-mediated cullin deneddylation, primary screen, biochemical, fluorescence polarization, uHTS. Purified CSN, SCF-Nedd8-OG deneddylation. actives 0.38% (n = 360,000). AID 651999, 2013. COP9 signalosome complex subunit 5 (Homo sapiens), Q92905. inhibition, % at 12.5 µM;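 active = pattern-corrected inhibition above about 35%, with an unprinted fluorescence ratio check between 0.5 and 1.5, limit read from the data, passing the limit was not always enough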;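 note: 0% = enzyme with substrate and 100% = substrate without enzyme; some results filed as inactive read as strong as hits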
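Test system: Human Csn5 produced in HEK293T cells | Compound: 12.5 µM single point | Times: 90 min, room temperature | Signal: Fluorescence polarization readout | Read-out basis: % inhibition of substrate cleavage by Csn5 | Controls: no-enzyme wells high, enzyme-with-substrate wells low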
SUMO1 PPI mod = modulators of SUMO1 protein-protein interactions, primary screen, biochemical, uHTS | actives 0.33% (n = 360,000) | SUMO1 binding to a labelled peptide, TR-FRET, 1 h | inhibition, % at 20 µM | AID 602429, 2012 | Small ubiquitin-related modifier 1 (Homo sapiens), P63165; in the data active = inhibition above about 37%
Target sequence (P63165 whole entry, looked up): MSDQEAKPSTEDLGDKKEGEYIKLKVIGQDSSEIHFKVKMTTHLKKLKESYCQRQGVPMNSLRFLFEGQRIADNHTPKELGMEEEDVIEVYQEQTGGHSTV
Scp1 inh = Scp-1 phosphatase inhibitors, primary screen, biochemical, colorimetric, uHTS | actives 0.88% (n = 340,000) | Carboxy-terminal domain RNA polymerase II polypeptide A small phosphatase 1 (Homo … | Recombinant Scp1, phosphopeptide, malachite green phosphate absorbance | inhibition, % at 20 µM;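 active = inhibition above about 50% at 20 µM, limit read from the data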;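 note: plate controls were DMSO wells with enzyme for no effect and wells lacking enzyme for full effect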
Target sequence (Q9GZU7 76-261 limits assumed): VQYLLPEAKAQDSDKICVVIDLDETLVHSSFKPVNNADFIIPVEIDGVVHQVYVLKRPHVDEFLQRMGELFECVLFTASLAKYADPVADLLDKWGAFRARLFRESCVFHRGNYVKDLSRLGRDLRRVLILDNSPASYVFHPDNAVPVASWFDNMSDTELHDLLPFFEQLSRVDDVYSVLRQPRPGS
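Incubation: 45 min enzyme reaction at room temperature / System: truncated SCP-1 phosphatase (76-261aa) / Reagent: Phospho 17-mer peptide substrate / Buffer or medium: Acidic Tris acetate buffer with magnesium and detergent / Signal: absorbance at 630 nm / Doses: one concentration, 20 µM, with 1.0% DMSO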
STEP block = STEP phosphatase inhibitors, primary screen, biochemical, fluorescence intensity, uHTS; AID 588621, 2011; Tyrosine-protein phosphatase non-receptor type 5 (Homo sapiens), P54829; inhibition, % at 20 µM; actives 0.25% (n = 360,000); recombinant STEP, OMFP fluorogenic substrate;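 active = inhibition at 20 µM, scaled per plate between control wells, above about 37%, limit read from the data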;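 note: 0% = DMSO with enzyme and substrate and 100% = substrate only without enzyme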
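medium = Bis-Tris buffer pH 6.0, 2.5 mM DTT, 0.005% Tween 20 | test system = STEP (striatal-enriched tyrosine phosphatase) enzyme, cell-free | measure = normalized % inhibition | compound dosing = 20 µM, 1% DMSO | also added = 25 µM OMFP | schedule = reaction 20 min, ambient temperature | measured by = fluorescence read at 480 nm ex / 540 nm em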
DNMT1 block = human DNMT1 methyltransferase inhibitors, primary screen, biochemical, molecular beacon, fluorescence, HinP1I cleavage, uHTS. DNA (cytosine-5)-methyltransferase 1 (Homo sapiens), P26358. inhibition (reported as % activation of signal), % at 10 µM. actives 0.83% (n = 360,000); in the data active = inhibition above about 50%
NadD inh = inhibitors of S. aureus NadD, primary screen, biochemical, colorimetric, uHTS; Nicotinate-nucleotide adenylyltransferase NadD (Staphylococcus aureus N315); purified NadD enzyme, colorimetric absorbance read-out; inhibition, % at 20 µM; actives 0.78% (n = 360,000); in the data active = inhibition above about 26%; note: some compounds past the cut are filed as inactive
LMPTP block = LMPTP phosphatase inhibitors, primary screen, biochemical, fluorescence intensity, uHTS; Low molecular weight phosphotyrosine protein phosphatase (Homo sapiens), P24666; recombinant LMPTP-A, OMFP fluorogenic substrate; inhibition, % at 20 µM; actives 0.22% (n = 360,000); AID 651560, 2012;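 active = compounds that cut the enzyme signal by at least half of the control window in the single-dose screen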;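 note: plate controls were DMSO wells with enzyme plus substrate for no effect and substrate without enzyme for full effect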
Target sequence (P24666 whole entry, looked up): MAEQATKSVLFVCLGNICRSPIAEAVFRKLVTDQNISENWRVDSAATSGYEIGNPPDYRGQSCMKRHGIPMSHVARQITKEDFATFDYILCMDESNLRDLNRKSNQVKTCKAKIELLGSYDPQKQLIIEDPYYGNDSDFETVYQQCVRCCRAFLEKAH
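Test system: LMPTP-A, protein tyrosine phosphatase of low molecular weight; Input: 0.625 nM enzyme; Incubation: 50 min dark incubation at room temperature; Signal: endpoint fluorescence intensity from OMFP dephosphorylation; Read-out basis: % inhibition versus control wells.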
TbMetRS inhib = T. brucei MetRS inhibitors, primary screen, biochemical, luminescence; methionyl-tRNA synthetase (Trypanosoma brucei brucei); purified T. brucei MetRS, ATP depletion, Kinase-Glo luminescence; inhibition, % at 11.9 µM; actives 0.4% (n = 360,000);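 active = inhibition above a per-plate cutoff of the control wells' mean inhibition plus 3 SD, cut at about 5.5% in these data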;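 note: 0% = DMSO wells median and 100% = median of wells with control inhibitor compound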
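Dosing: 11.9 µM single point; system: parasite MetRS enzyme; technique: luminescence of leftover ATP; times: 15 min enzyme-compound preincubation, 2 h reaction, 10 min detection, 25 °C; replicates: each compound tested once; read-out basis: percent inhibition relative to median high and low control wells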
The depositor's hits bear a star. Rows were taken by chance; overall some 3.9% were active at least once.

Cc1cccc(N2CC(c3nc4ccccc4n3C)CC2=O)c1C (configuration not stated) was read as MsrA inhibitor 0.3, Rpn11 inh inactive, CSN inh -3, SUMO1 PPI mod -3, Scp1 inh -7, STEP block -2, DNMT1 block -1, NadD inh 0, LMPTP block -1.0 and TbMetRS inhib -1.2.
Screening Cc1ccc(CN2C3=NC(=O)CN3c3ccccc32)cc1 returned MsrA inhibitor -0.3, Rpn11 inh inactive, CSN inh 1, SUMO1 PPI mod 5, Scp1 inh -4, STEP block 3, DNMT1 block 5, NadD inh -9, LMPTP block -0.6 and TbMetRS inhib -0.8.
For CCOC(=O)C1C(c2ccc(O)c(OC)c2)NC(=O)NC1(O)C(F)(F)F (configuration not stated) the results were MsrA inhibitor 0.3, Rpn11 inh inactive, CSN inh 2, SUMO1 PPI mod -1, Scp1 inh -7, STEP block 0, DNMT1 block 2, NadD inh 0, LMPTP block -2.0 and TbMetRS inhib -0.2.
Screening Cc1ccc2nc(N3CCN(C(=O)c4ccccc4F)CC3)c(C#N)cc2c1 returned MsrA inhibitor -0.4, Rpn11 inh inactive, CSN inh 2, SUMO1 PPI mod -20, Scp1 inh -10, STEP block 3, DNMT1 block -2, NadD inh -1, LMPTP block 1.8 and TbMetRS inhib -0.7.
For Cc1cccc(C(=O)OCC(=O)Nc2ccc3c(c2)OCCO3)c1O the results were MsrA inhibitor -0.8, Rpn11 inh inactive, CSN inh 2, SUMO1 PPI mod -2, Scp1 inh -4, STEP block -4, DNMT1 block 5, NadD inh -3, LMPTP block 0.6 and TbMetRS inhib -0.3.
Screening O=C1C(=O)N(Cc2cccs2)c2ccccc21 returned MsrA inhibitor -1.7, Rpn11 inh inactive, CSN inh -1, SUMO1 PPI mod -24, Scp1 inh -6, STEP block 3, DNMT1 block -5, NadD inh 2, LMPTP block -1.0 and TbMetRS inhib -0.5.
For O=C(NCc1nc2ccccc2[nH]1)c1cc2ccccc2oc1=O the results were MsrA inhibitor 1.5, Rpn11 inh inactive, CSN inh -4, SUMO1 PPI mod -22, Scp1 inh 13, STEP block 0, DNMT1 block 2, NadD inh -2, LMPTP block -0.6 and TbMetRS inhib 0.6.
Screening C=CCn1c(SCCOc2ccc(OC)cc2)nnc1C(C)NC(=O)Cc1ccc(OC)cc1 (configuration not stated) returned MsrA inhibitor 1.3, Rpn11 inh inactive, CSN inh -3, SUMO1 PPI mod -5, Scp1 inh -11, STEP block -1, DNMT1 block -2, NadD inh -5, LMPTP block -0.6 and TbMetRS inhib -0.9.
Screening Cc1cc(C)nc(SCc2nnc(SCC(N)=O)o2)n1 returned MsrA inhibitor -0.2, Rpn11 inh inactive, CSN inh -2, SUMO1 PPI mod 4, Scp1 inh -5, STEP block 1, DNMT1 block 5, NadD inh -5, LMPTP block -0.8 and TbMetRS inhib -0.3.
`Cc1ccc(S(=O)(=O)N2CCOCC2)cc1C(=O)OCC(=O)NC1CCCC1` gave MsrA inhibitor -0.7, Rpn11 inh inactive, CSN inh -2, SUMO1 PPI mod 3, Scp1 inh -5, STEP block -4, DNMT1 block 2, NadD inh -2, LMPTP block -0.9 and TbMetRS inhib -0.2.
O=C(Nc1ccccc1)Nc1cccc2nsnc12 was read as MsrA inhibitor -0.1, Rpn11 inh inactive, CSN inh 3, SUMO1 PPI mod -20, Scp1 inh -16, STEP block -3, DNMT1 block -6, NadD inh -1, LMPTP block 1.7 and TbMetRS inhib -0.7.
For CCOC(=O)c1c(NC(=S)Nc2ccc(OC)cc2)sc2c1CCC2 the results were MsrA inhibitor 0.2, Rpn11 inh inactive, CSN inh -13, SUMO1 PPI mod -5, Scp1 inh -10, STEP block 1, DNMT1 block -8, NadD inh -3, LMPTP block 1.9 and TbMetRS inhib 0.4.
For O=C(Nc1ccc2c(c1)OCO2)C(c1ccccc1)N1CCC2(CC1)OCCO2 (configuration not stated) the results were MsrA inhibitor 2.0, Rpn11 inh inactive, CSN inh 2, SUMO1 PPI mod -2, Scp1 inh -7, STEP block 1, DNMT1 block 5, NadD inh 7, LMPTP block 0.5 and TbMetRS inhib 0.0.
Screening CC(C)(C)Nc1nc(Cl)nc(N(C#N)CN2C(=O)c3ccccc3S2(=O)=O)n1 returned MsrA inhibitor 0.4, Rpn11 inh inactive, CSN inh -2, SUMO1 PPI mod -4, Scp1 inh 7, STEP block 2, DNMT1 block 2, NadD inh 1, LMPTP block 0.1 and TbMetRS inhib -1.7.
`Cc1ccc(NC(=O)Nc2nnc([C@@H]3C[C@H](O)[C@@H](CO)O3)s2)cc1` gave MsrA inhibitor -1.8, Rpn11 inh inactive, CSN inh -2, SUMO1 PPI mod 2, STEP block -1, DNMT1 block 0, NadD inh 1, LMPTP block -0.7 and TbMetRS inhib 0.1.
Cc1cc(C)cc(N(CC(=O)O)S(=O)(=O)c2c(C)noc2C)c1 was read as MsrA inhibitor -0.7, Rpn11 inh inactive, CSN inh 0, SUMO1 PPI mod 3, Scp1 inh -4, STEP block -1, DNMT1 block -1, NadD inh 1, LMPTP block -0.4 and TbMetRS inhib -0.4.
For Cn1cc(C(=O)C(F)(F)F)c2ccccc21 the results were MsrA inhibitor 1.1, Rpn11 inh inactive, CSN inh -4, SUMO1 PPI mod 1, Scp1 inh -16, STEP block -4, DNMT1 block 2, NadD inh -5, LMPTP block -0.3 and TbMetRS inhib -1.1.
CC(C)(C)Cc1c(-c2ccc(F)cc2)nc2ccc(Cl)cn12 was read as MsrA inhibitor -0.4, Rpn11 inh inactive, CSN inh -1, SUMO1 PPI mod 3, STEP block 4, DNMT1 block 11, NadD inh 6, LMPTP block 1.9 and TbMetRS inhib -0.4.
For CC(C)OC(=O)Nc1ccc2c(c1)N(C(=O)N1CCN(C)CC1)c1ccccc1CC2 the results were MsrA inhibitor 1.2, Rpn11 inh inactive, CSN inh -1, SUMO1 PPI mod 6, Scp1 inh -4, STEP block 3, DNMT1 block 0, NadD inh -2, LMPTP block -2.4 and TbMetRS inhib -5.1.
For Nn1c(Cc2ccccc2)nc2sc3c(c2c1=O)CCC3 the results were MsrA inhibitor -0.6, Rpn11 inh inactive, CSN inh -1, SUMO1 PPI mod -7, Scp1 inh -1, STEP block 0, DNMT1 block 0, NadD inh -8, LMPTP block -1.0 and TbMetRS inhib -0.2.
`CCO[C@H]1OC(C(=O)N2CCN(Cc3ccccc3)CC2)=C[C@@H](c2ccc(C(F)(F)F)cc2)[C@@H]1CCCO` gave MsrA inhibitor -0.1, Rpn11 inh inactive, CSN inh 0, SUMO1 PPI mod -3, Scp1 inh -2, STEP block 0, DNMT1 block 2, NadD inh 1, LMPTP block -0.4 and TbMetRS inhib -0.4.
Screening Cc1c(SCCO)c(=O)[nH]c2cc3c(cc12)OCO3 returned MsrA inhibitor 1.6, Rpn11 inh inactive, CSN inh 1, SUMO1 PPI mod -6, Scp1 inh 6, STEP block -4, DNMT1 block 7, NadD inh -6, LMPTP block 0.4 and TbMetRS inhib 0.1.
`CCN1CCCC1CNC(=O)c1ccc2c(c1)NC(=O)/C(=C\c1ccc(C)cc1)S2` (configuration not stated) gave MsrA inhibitor 0.9, Rpn11 inh inactive, CSN inh 3, SUMO1 PPI mod -107, Scp1 inh 0, STEP block 3, DNMT1 block 1, NadD inh 19, LMPTP block -4.4 and TbMetRS inhib -0.8.
Screening CCOC(=O)CSc1nc2c(c(=O)n(Cc3ccccc3Cl)c(=O)n2C)n1C returned MsrA inhibitor 0.5, Rpn11 inh inactive, CSN inh -1, SUMO1 PPI mod 4, Scp1 inh -9, STEP block 0, DNMT1 block -6, NadD inh 1, LMPTP block 2.3 and TbMetRS inhib -0.2.
Screening O=C(N/N=C/c1c[nH]c2ccc(Br)cc12)c1ccc2c(c1)OCO2 returned MsrA inhibitor 3.8, Rpn11 inh inactive, CSN inh -4, SUMO1 PPI mod 1, Scp1 inh -9, STEP block -4, DNMT1 block -12, NadD inh -2, LMPTP block 1.7 and TbMetRS inhib -0.4.
Screening Cc1cccc(N(C(=O)c2ccc(CN3CCOCC3)o2)C(C(=O)NC(C)(C)C)c2ccc(F)cc2)c1 (configuration not stated) returned MsrA inhibitor 0.5, Rpn11 inh inactive, CSN inh -6, SUMO1 PPI mod 2, Scp1 inh -5, STEP block -4, DNMT1 block 0, NadD inh -4, LMPTP block -1.2 and TbMetRS inhib -0.4.
`O=C(NCCc1nc(-c2ccccc2)no1)c1ccco1` gave MsrA inhibitor -1.1, Rpn11 inh inactive, CSN inh -4, SUMO1 PPI mod 9, Scp1 inh -5, STEP block -2, DNMT1 block 0, NadD inh -2, LMPTP block 0.9 and TbMetRS inhib -0.2.
`Nc1cc(OCC(F)(F)F)cc([N+](=O)[O-])c1` gave MsrA inhibitor -0.5, Rpn11 inh inactive, CSN inh 0, SUMO1 PPI mod -20, Scp1 inh -5, STEP block -9, DNMT1 block 3, NadD inh -2, LMPTP block -1.5 and TbMetRS inhib 0.7.
`COc1ccc(NC(=O)Cn2c(=O)n(CC3CCCO3)c(=O)c3cc(OC)c(OC)cc32)cc1OC` (configuration not stated) gave MsrA inhibitor 2.1, Rpn11 inh inactive, CSN inh 3, SUMO1 PPI mod 7, Scp1 inh 0, STEP block -1, DNMT1 block 0, NadD inh 4, LMPTP block 0.3 and TbMetRS inhib 0.4.
